DAGLB inh = diacylglycerol lipase beta (human) inhibition | Q8NCG7 | HEK293T DAGLB membrane lysate, EnzChek fluorogenic substrate | inhibition, % at 5.17 µM | 0.059% of 340,000 active | AID 504411; in the data active = inhibition above about 34%;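 note: 0% = enzyme with vehicle and 100% = wells lacking enzyme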
PKA-R1A activ = activates the PKA-R1A holoenzyme complex. PKA-R1A dissociation, Cy5-IP20 fluorescence polarization; scaled: DMSO 0%, 113 µM cGMP 100%. activation, % at 11.4 µM. 0.083% of 340,000 active;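 active = percent activation above the mean of all tested compounds plus 3 SD, cut at about 19% in these data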;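 note: higher means more PKAc released from R1A so a rise in polarization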
PKA-R2B activ = activators of human PKA-R2B complex; 0.079% of 340,000 active; P22694+P31323; PKA-R2B holoenzyme dissociation, Cy5-IP20 fluorescence polarization; R2B truncated from residue 108, S112A mutant; 0% DMSO only, 100% 113 µM cGMP; activation, % at 11.4 µM;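 active = activation above a cutoff set at the mean over all compounds plus 3 SD, cut at about 18% in these data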;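 note: higher means more holoenzyme dissociation and a rise in polarization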
HTR5A inv ag = HTR5A inverse agonism, opioid heterodimer counter-screen. P47898. 0.083% of 340,000 active. HTR5A cell line, luminescence. inhibition, % at 9.3 µM. AID 504634; in the data active = inhibition mostly above about 23%, no sharp cut-off; inactive = mostly below about 18%;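 note: 0% = cells with DMSO and 100% = no-cell wells with DMSO; some compounds called inactive have numbers as strong as hits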
Arrestin-AP2 inh = inhibitors of human beta-arrestin and AP2 interaction; FITC-arrestin peptide / GST-AP2 beads, flow cytometry; AP2 beta2 appendage carries R879A mutation; inhibition, % at 10 µM; 0.31% of 340,000 active; AID 504490;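 active = inhibition above a set limit, near 3 SD of compounds lacking own fluorescence, cut at about 54% in these data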;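 note: plate controls were DMSO wells for no effect and 5 µM unlabelled arrestin peptide for full effect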
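Material – GST-tagged AP2 beta2-adaptin appendage (R879A) on 4 µm glutathione beads · Probe or stimulus – fluorescein-tagged arrestin peptide at 50 nM final · Timing – 12 min plus 1 h, RT · Detection – bead flow cytometry, FITC channel · Read-out basis – inhibition as reduced fluorescein signal on beads, percent · Medium – PBS plus Tween 20 (0.05%) and BSA (0.1%)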
Pemphigus Ab inh = human desmoglein-3 autoantibody binding inhibition | P32926 | DSG3-coupled beads, scFv-anti-DSG3-GFP binding, flow cytometry; hits give low values | binding (percent of control), % at 10 µM | 0.48% of 310,000 active;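 active = binding more than 3 SD below its plate's average and above zero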;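 note: hits lower antibody fragment binding to DSG3; some compounds called inactive have numbers as strong as hits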
Target sequence (P32926 whole entry, looked up, the tested form may be a part): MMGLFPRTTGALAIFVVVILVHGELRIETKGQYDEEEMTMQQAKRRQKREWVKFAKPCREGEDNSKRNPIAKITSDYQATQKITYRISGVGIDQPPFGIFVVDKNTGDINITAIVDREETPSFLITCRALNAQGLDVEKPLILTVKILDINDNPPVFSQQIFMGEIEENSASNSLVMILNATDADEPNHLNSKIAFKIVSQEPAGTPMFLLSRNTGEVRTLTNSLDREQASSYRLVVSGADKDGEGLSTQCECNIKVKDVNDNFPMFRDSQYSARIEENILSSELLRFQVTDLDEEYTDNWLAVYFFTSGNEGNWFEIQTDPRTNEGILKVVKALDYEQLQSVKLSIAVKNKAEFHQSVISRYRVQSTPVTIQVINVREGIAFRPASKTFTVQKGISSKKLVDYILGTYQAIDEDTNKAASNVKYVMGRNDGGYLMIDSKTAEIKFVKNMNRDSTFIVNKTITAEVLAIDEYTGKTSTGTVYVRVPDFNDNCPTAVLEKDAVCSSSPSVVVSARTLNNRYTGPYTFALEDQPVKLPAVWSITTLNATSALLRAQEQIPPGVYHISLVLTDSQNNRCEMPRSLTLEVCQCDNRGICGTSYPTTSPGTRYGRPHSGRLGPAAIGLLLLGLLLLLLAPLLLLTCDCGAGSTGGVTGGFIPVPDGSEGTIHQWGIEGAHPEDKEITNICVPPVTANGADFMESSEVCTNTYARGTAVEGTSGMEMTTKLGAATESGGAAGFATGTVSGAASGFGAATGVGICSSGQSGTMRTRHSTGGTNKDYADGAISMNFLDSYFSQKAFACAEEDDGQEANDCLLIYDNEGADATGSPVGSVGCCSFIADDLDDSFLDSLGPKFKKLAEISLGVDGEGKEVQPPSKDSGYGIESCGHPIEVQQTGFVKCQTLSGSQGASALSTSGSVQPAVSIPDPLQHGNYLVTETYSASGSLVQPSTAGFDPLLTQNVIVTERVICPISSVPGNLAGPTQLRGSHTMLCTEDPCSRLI
V-ATPase pH = yeast V-ATPase proton transport regulation by pHLuorin | 0.37% of 350,000 active | response, % at 10 µM | AID 504577 | S. cerevisiae, pHLuorin cytosolic pH fluorescence; in the data active = response mostly above about 7.3%, no sharp cut-off; inactive = mostly below about 5.4%; note: actives read high; inactives centre near 0; some compounds called inactive have numbers as strong as hits; reference of the scale not given here
MOR-DOR inv ag = mu-delta opioid heterodimer inverse agonism. P35372+P41143. cell-based MOR-DOR heterodimer luminescence. inhibition, % at 9.3 µM. 0.21% of 340,000 active. AID 504357; in the data active = inhibition above about 22%, passing the limit was not always enough;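 note: 0% = cells with DMSO and 100% = wells without cells with DMSO; values of inactives mirror those of a sister screen read the other way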
MOR-DOR ag = OPRM1-OPRD1 heterodimerization agonism; P35372+P41143; cells, luminescence; activation, % at 9.3 µM; 0.3% of 340,000 active; AID 504326; in the data active = activation above about 18%;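 note: 0% = vehicle-treated cells and 100% = reference agonist; values of inactives mirror those of a sister screen read the other way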
HTR5A ag ctr = activates human HTR5A in OPRM1-OPRD1 agonist counter-screen | 0.61% of 340,000 active | HTR5A agonist assay, luminescence, cell-based | activation, % at 9.3 µM | AID 504692; in the data active = activation mostly above about 9.5%, no sharp cut-off; inactive = mostly below about 7.6%;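 note: 0% = cells with vehicle only and 100% = reference agonist; strong numbers were not always called active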
An asterisk follows results filed as active; . = no result given; & = joins results of further samples.

Order of values: DAGLB inh	PKA-R1A activ	PKA-R2B activ	HTR5A inv ag	Arrestin-AP2 inh	Pemphigus Ab inh	V-ATPase pH	MOR-DOR inv ag	MOR-DOR ag	HTR5A ag ctr
Cc1cc(C)c(S(=O)(=O)N2CCCCC2CCNC(=O)C(=O)NCc2cccnc2)c(C)c1 (stereo unspecified)
    -2	-6	6	13	-9	127	6	11	-2.0	-5
O=c1c2c3c(sc2nc2n1CCC2)CCCCC3
    -1	-2	-4	-14	-13	98	1	2	-0.5	5
CC1CCN(C(=S)NC2CCCCC2)CC1
    -3	4	3	-42	-7	.	3	8	-1.3	4
Nc1ccc(Sc2ccccc2)nc1
    -3	-2	-3	16	8	102	0	6	-1.2	3
Clc1ccc(-n2ncc3c(NCc4cccs4)ncnc32)cc1
    -3	-8	-9	14	3	.	1	-26	5.1	-2
O=C(c1ccc2c(=O)n(CCc3ccccc3)c(=O)[nH]c2c1)N1CCN(c2ccccc2)CC1
    -1	6	-6	13	13	118	6	-34	4.8	4
C=CCn1c(=S)[nH]c2cc(C(=O)Nc3ccc(F)cc3)ccc2c1=O
    5	1	-3	0	14	94	6	-111	18	9
COc1ccccc1NC(=O)C1C2CCCCC21 (stereo unspecified)
    -4	-2	-23	2	2	108	0	6	-1.1	1
Cc1c(C)c2ccc(OCC(=O)N3CCN(c4cccc(Cl)c4)CC3)cc2oc1=O
    1	-8	-11	-3	-17	90	2	11	-2.0	1
Cc1c(C(=O)/C=C/N(C)C)nnn1-c1ccc(Cl)cc1Cl
    4	-9	-10	-2	-2	.	1	11	-2.3	4
COc1cccc(C(=O)N/N=C/c2ccc(OC3CSC3)cc2)c1
    2	-2	6	2	15	96	-2	4	-0.7	-1
CSc1nccn1CC(=O)Nc1ccc(F)cc1
    1	-4	-18	-13	-4	103	2	13	-2.2	-2
Cc1ccc(CSc2nnc(SCC(=O)N/N=C/C=C/c3ccccc3[N+](=O)[O-])s2)cc1
    -3	-10	-6	-25	4	108	-1	1	-0.2	2
O=C(COc1cc2oc(=O)c3c(c2cc1Cl)CCC3)NCC1CCC(C(=O)O)CC1 (stereo unspecified)
    3	3	-3	-11	13	105	0	10	-2.0	6
S=C(Nc1ccccc1Cl)N(Cc1ccccc1)Cc1cccnc1
    1	0	-2	-2	27	.	4	14	-3.0	1
Cc1ccc(Cl)cc1N1CCN(C(=O)C2CCC(=O)N2C(C)C)CC1 (stereo unspecified)
    -2	-4	-7	2	-5	107	-2	2	-0.4	-1
Cc1ccc(C(=O)NC2CCN(S(=O)(=O)c3ccccc3)CC2)cc1
    -2	2	8	-17	-8	95	3	-1	0.2	4
O=[N+]([O-])c1ccc(S(=O)(=O)N2CCN(c3ccccn3)CC2)cc1
    0	-3	-8	.	.	99	-4	.	.	.
CC(=O)c1ccc(NC(=S)NC(=O)CC(C)C)cc1
    -2	-4	-4	9	9	107	-3	12	-1.7	-4
CCOC(=O)Cn1ccc2cc(S(=O)(=O)N3CCCC3)ccc21
    -1	9	4	.	.	99	.	.	.	.
COc1ccc(C(=O)NCC(c2ccco2)N2CCOCC2)cc1 (stereo unspecified)
    -1	11	1	.	.	97	.	.	.	.
O=C(O)c1cnn(-c2ccccc2)c1C(F)(F)F
    0	-3	3	12	3	98	0	7	-1.4	-3
CN(C(=O)c1cccc(NC(=O)Cc2ccc(NC(=O)C3CCN(C(=O)c4ccccc4)CC3)cc2)c1)C1CCC1
    -2	-4	-4	9	-20	103	0	3	-0.6	-3
Cc1ccc2nc3c(cc(C(=O)NCCc4ccccc4)c(=N)n3CCCN3CCOCC3)c(=O)n2c1
    -3	-9	-1	19	10	99	1	15	-2.7	-8
Cc1cccc(-n2c(O)c(C=Nc3c(C)n(C)n(-c4ccccc4)c3=O)c3ccccc3c2=O)n1
    -1&0	7&2	-3&2	0&10	-2&5	117&102	1&13	5&14	-0.9&-3.2	0&6
CCC(C(=O)NC1CCCC1)N(C(=O)c1snc(C(N)=O)c1N)c1ccc(OC)cc1 (stereo unspecified)
    0	-5	4	31	20	103	0	10	-1.9	8
CCc1cccc(C)c1NC(=O)CSc1nnc(Cc2csc(C)n2)o1
    1	6	-22	-17	8	105	-1	20	-3.7	-3
COc1ccc(C(=O)NCCc2nc3cc([N+](=O)[O-])ccc3n2C)cc1
    -1	-1	-4	15	9	.	-1	8	-1.6	1
CC(C)OC(=O)CSc1nc2ncccc2[nH]1
    2	-4	8	-1	5	.	4	11	-1.7	1
CCOC(=O)C1=C(N)OC2=C(C(=O)CC(C)(C)C2)C1c1ccoc1 (stereo unspecified)
    -1	2	0	-22	-6	.	-1	-5	0.9	0
CN(C)CCOc1ccc2c(c1)Sc1ccccc1CC2=O
    -2	-9	5	-11	32	93	-2	27	-5.2	2
COCCn1c(SCCOc2ccccc2)nc2ccccc2c1=O
    -13	10	-9	8	-18	.	0	-21	4.7	1
NCCCCNCCCN
    2	-10	3	-11	-4	102	-2	4	-0.7	3
CC(C)C(=O)Nc1cc(=O)[nH]c2ncnn12
    1	-9	-2	-28	5	.	10*	-10	1.9	-2
COc1ccc(-c2nc(C(=O)O)cs2)cc1OC
    -1	-4	0	-42	29	112	4	4	-0.8	1
O=C(Nc1nc(-c2ccccc2)cs1)C1COc2ccccc2O1 (stereo unspecified)
    -18	-8	-7	-17	-11	101	-2	-10	1.7	3
C/C(=N\Nc1cccc2cccnc12)c1ccc(N)cc1
    -1	-9	-4	-1	4	100	4	-4	0.8	0
Nc1ccccc1SSc1ccccc1N
    -11	13	0	-33	-1	82	2	1	-0.2	9
CN(C)S(=O)(=O)c1cccc(NC(=O)CSc2nncn2-c2ccccc2)c1
    1	1	-4	6	-11	96	-2	7	-1.3	-3
CCCOC1(NC(=O)c2ccccc2)C(C)=CC(=O)C=C1C
    -1	-7	-10	1	-11	.	-1	-12	2.1	-1
O=C(COC(=O)c1ccc([N+](=O)[O-])cc1Cl)NCc1ccco1
    0	-3	7	-13	0	.	-1	-33	8.4	5
CCOc1ccc2c(c1)-c1c(ssc1=S)C(C)(C)N2C
    26	-3	-8	-8	2	107	-3	4	-0.8	-1
CCc1ccc(N(C(=O)c2snc(C(N)=O)c2N)C(C(=O)NCCC(C)C)c2c[nH]c3ccccc23)cc1 (stereo unspecified)
    1	-1	-7	18	4	.	2	3	-0.7	-3
Cc1ccc(C(=O)Nc2ccccc2-c2ccccc2)cc1[N+](=O)[O-]
    -9	1	-1	25	-1	102	-1	-10	1.8	5
CC(C(=O)NCc1cccnc1)N1C(=O)c2ccccc2C1=O (stereo unspecified)
    1	11	9	8	-2	106	-2	4	-0.8	-3
O=C(NCC(c1cccnc1)N1CCN(c2ccc(F)cc2)CC1)OCc1ccccc1 (stereo unspecified)
    3	5	-8	21	6	108	2	9	-1.9	-9
COc1ccc(S(=O)(=O)Nc2ccc3c(c2)CC(=O)N([C@@H](C)CO)C[C@H](C)[C@@H](CN(C)S(=O)(=O)c2ccc(F)cc2)O3)cc1
    -2	-10	-4	-1	18	101	-2	4	-0.7	1
O=C(CCC(=O)N(CC(=O)NC1CCCCC1)c1ccc2c(c1)OCO2)Nc1ccccn1
    -2	-5	0	0	33	115	2	9	-1.9	-6
CCOC(=O)C1CCCN(C(=O)CSc2ccccc2)C1 (stereo unspecified)
    0	11	6	-22	3	99	1	7	-1.2	-2
COc1ccc(-n2nc([N+](=O)[O-])c(=NCCc3ccccc3)n2O)cc1
    7	2	-7	-2	4	88	0	-24	4.4	-3

The list continues.
Order of values: DAGLB inh	PKA-R1A activ	PKA-R2B activ	HTR5A inv ag	Arrestin-AP2 inh	Pemphigus Ab inh	V-ATPase pH	MOR-DOR inv ag	MOR-DOR ag	HTR5A ag ctr
CC(=O)N(Cc1cccs1)C1CCOC(C)(C)C1 (stereo unspecified)
    0	1	-10	14	4	98	5	8	-2.0	-2
CCC(Oc1ccccc1)C(=O)Nc1ccccc1N1CCCCC1 (stereo unspecified)
    -12	2	5	1	-6	111	2	-10	2.4	0
Nc1nc(SCC(=O)Nc2ccc(Cl)cn2)n[nH]1
    0	5	-4	-2	1	103	-5	-5	0.9	1
O=C(Nc1ccn(Cc2c(F)c(F)cc(F)c2F)n1)c1cccc(Cn2cc([N+](=O)[O-])cn2)c1
    -2	17	2	-19	36	92	19*	4	-0.7	-1
O=C(Nc1csnn1)OCc1ccccc1
    -1	1	1	7	6	.	-4	7	-1.4	-2
COc1ccc(-c2oc3ccccc3c2C(=O)OCc2ccccc2OC)cc1
    -12	-9	4	3	0	104	-2	16	-3.5	3
CCc1ccccc1NC(=O)COc1ccc2c(=O)c(Oc3cc(C)ccc3C)coc2c1
    -1	-9	-15	5	14	.	5	5	-1.0	0
CCCc1nnc(SCC(=O)N2C(C)CCCC2C)n1CCCOC (stereo unspecified)
    2	-10	-13	0	15	103	4	12	-2.2	-1
COc1cccc(N(C(=O)CS(=O)CC(=O)Nc2ccc(F)cc2)C(C(=O)NC2CCCCC2)c2cccs2)c1 (stereo unspecified)
    -2	0	-8	9	38	97	0	0	0.1	-3
NC(=O)C12CCCC(Br)(CCC1)C2
    0	-4	1	-4	38	100	3	13	-2.5	1
C/C(Cl)=C/Cn1c(SCC(C)C)nc2c1c(=O)[nH]c(=O)n2C
    1	-7	-8	-4	5	.	0	8	-2.0	2
O=P(O)(c1ccccc1)c1ccccc1O
    -1	-3	-13	7	1	81	0	16	-2.6	-6
Fc1ccc(Nc2nc(-c3ccncc3)cs2)cc1
    1	-3	-6	-15	0	.	4	-13	2.8	6
Cc1ccc(C)c(OCC(=O)N/N=C/c2c(C)nn(-c3ccccc3)c2Cl)c1C
    -2	-4	-7	-8	-6	99	0	8	-1.6	3
O=C(OCCCCN1C(=O)c2ccccc2C1=O)c1n[nH]c2ccccc12
    0	-4	0	-12	2	.	0	-7	1.3	4
Cc1ccc(C)c(NC(=S)N(Cc2ccco2)C(C)c2cccs2)c1 (stereo unspecified)
    -2	2	-9	-9	-13	101	-2	4	-0.7	3
O=C(Cn1cc([N+](=O)[O-])cn1)N1CCc2ccccc21
    0	-7	1	11	38	120	0	12	-2.7	-2
Cc1ccn2c(C(=O)NN=C3CCN(C)CC3)c(C)nc2c1
    -2	1	4	2	3	102	0	6	-1.0	-1
CCOC(=O)c1c(NC(=O)CN2CCOCC2)sc2c1CCCC2=O
    -1	-6	7	-8	8	.	0	15	-2.4	1
COc1ccccc1NC=C1C(=O)OC(C)(C)OC1=O
    -3	4	0	-4	26	97	0	17	-3.6	2
CC1CCc2nn(CC(=O)NCCC3=CCCCC3)cc2C1 (stereo unspecified)
    2	-12	-3	-8	9	109	5	-5	1.0	3

Bioassay records from PubChem.
